Source: PubChem BioAssay
3CLpro inhibitor: SARS-CoV 3CLpro protease inhibition | P0C6X7 | recombinant SARS-CoV 3CLpro, quenched FRET peptide cleavage | inhibition, % at 6 µM | 290,000 tested, 0.14% active; in the data active = inhibition above about 12%
PrPC surface inh: cell surface PrPC inhibition, primary TR-FRET screen | inhibition, % at 13.8 µM | TR-FRET read-out | AID 720596 | 370,000 tested, 0.43% active | P04156; in the data active = inhibition above about 24%; note: 0% = median of the test wells and 100% = reference compound wells
Y pestis TopoI: blocks Yersinia pestis topoisomerase I activity. Y. pestis Topo-I cleavage product accumulation, plate reader. activity, % at 10 µM. 360,000 tested, 0.064% active; in the data active = activity above about 50%, passing the limit was not always enough; note: inactives centre near 2
Anthrax LF prot: blocks Bacillus anthracis lethal factor protease; inhibition, % at 10 µM; P15917; multiplex microsphere protease cleavage assay, LF; 360,000 tested, 0.12% active; AID 588501; note: plate controls were buffer without enzyme for full effect and enzyme alone for no effect
Target sequence (P15917 whole entry, looked up): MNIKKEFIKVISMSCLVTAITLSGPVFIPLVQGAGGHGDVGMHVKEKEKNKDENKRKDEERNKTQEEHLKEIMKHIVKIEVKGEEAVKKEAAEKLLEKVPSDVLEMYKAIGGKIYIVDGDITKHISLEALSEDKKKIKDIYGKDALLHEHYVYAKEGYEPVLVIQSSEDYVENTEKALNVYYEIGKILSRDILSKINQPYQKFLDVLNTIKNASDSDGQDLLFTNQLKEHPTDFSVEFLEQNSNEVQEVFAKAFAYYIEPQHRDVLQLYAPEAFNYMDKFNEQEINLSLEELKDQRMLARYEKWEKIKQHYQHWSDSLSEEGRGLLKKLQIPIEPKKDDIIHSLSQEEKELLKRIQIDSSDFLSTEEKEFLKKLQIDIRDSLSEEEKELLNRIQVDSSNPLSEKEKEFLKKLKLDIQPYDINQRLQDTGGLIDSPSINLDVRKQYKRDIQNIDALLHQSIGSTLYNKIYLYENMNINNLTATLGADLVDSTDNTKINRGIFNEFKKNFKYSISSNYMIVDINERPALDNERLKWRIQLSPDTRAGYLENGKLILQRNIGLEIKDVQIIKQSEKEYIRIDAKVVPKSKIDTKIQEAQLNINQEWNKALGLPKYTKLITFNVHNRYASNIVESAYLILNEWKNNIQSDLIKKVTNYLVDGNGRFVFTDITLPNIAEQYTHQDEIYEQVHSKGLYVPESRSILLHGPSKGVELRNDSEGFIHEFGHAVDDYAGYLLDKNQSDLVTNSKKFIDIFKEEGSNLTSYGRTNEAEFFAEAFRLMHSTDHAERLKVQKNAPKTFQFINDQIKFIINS
BoNT A protease: blocks Botulinum neurotoxin A light chain protease; inhibition, % at 10 µM; AID 588499; multiplex microsphere protease substrate cleavage, flow cytometry; 360,000 tested, 0.17% active; note: plate controls were buffer without enzyme for full effect and enzyme alone for no effect
BH1578 lux ind: inducers of Vibrio cholerae quorum light production without autoinducers; AID 588436; 350,000 tested, 0.16% active; V. cholerae BH1578 lux reporter, luminescence, 6 h; activation, % at 18.7 µM; in the data active = activation mostly above about 9.7%, no sharp cut-off; note: not every result past the cut was called active; inactives centre near 0; reference of the scale not given here
SSB-PriA inh: K. pneumoniae PriA-SSBct interaction inhibition; AlphaScreen SSBct-PriA binding, biotinylated peptide; inhibition, % at 33 µM; 430,000 tested, 0.6% active; AID 1272365; in the data active = inhibition mostly above about 37%, no sharp cut-off; inactive = mostly below about 20%;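 note: plate controls were negative control peptide for no effect and reference peptide for full effect; strong numbers were not always called active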
TcdB GH inh: TcdB glycohydrolase inhibition; P18177; TcdB glycohydrolase enzymatic assay, plate reader; inhibition, % at 9.99 µM; 350,000 tested, 0.24% active; in the data active = inhibition above about 10%
PfHsp40 yeast: compounds rescuing yeast from Plasmodium falciparum HSP40 toxicity; 340,000 tested, 0.68% active; growth rescue, % at 12.5 µM; AID 504582; S. cerevisiae expressing PfHsp40, growth rescue, ATP luminescence; in the data active = growth rescue above about 28%, passing the limit was not always enough;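 note: yeast W303a lacking pdr1 and pdr3 grown in galactose medium; growth measured after three days at 30 °C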
Active calls of the source: *; i = inactive; x = not tested or not shown; & = joins results of further samples. Cut-off read from the data, not from the text of the source, unless noted: active = inhibition above about 30%; inconclusive = no clear call, values can overlap the other calls; inactive = below that. A portion of the library. The share of hits here may be higher or lower than overall.

SMILES	3CLpro inhibitor	PrPC surface inh	Y pestis TopoI	Anthrax LF prot	BoNT A protease	BH1578 lux ind	SSB-PriA inh	TcdB GH inh	PfHsp40 yeast
CC1CCC2(CC1)NC(=O)N(CC(=O)NC(C)c1ccc(F)c(F)c1)C2=O (stereo not given)	x	3	-5	9	-1.5	-2.0	-12	1.7	-0.6
CCOc1ccccc1NC(=O)CN1C(=O)NC(Cc2c[nH]c3ccccc23)C1=O (stereo not given)	x	5	-1	-1	0.7	i	2	0.2	-0.4
c1cc(-c2ccoc2)n2ccnc2c1	x	-1	-3	3	0.1	i	x	1.3	x
CCOc1cc(C(=O)O)cc(Cl)c1OCC#N	0	3	2	3	0.7	i	-10	1.4	0.2
COc1ccc(OC)c(CN2CCCC(C(=O)c3ccccc3SC)C2)c1 (stereo not given)	2	-1	14	-3	-0.8	i	11	0.0	0.3
COc1ccc(C(=O)N2CC(=O)Nc3ccccc32)cc1S(=O)(=O)N1CCOCC1	1	-3	1	-3	-0.7	4.2	-8	-0.2	-1.5
COc1ccc(CN2CCN(C(=O)Cn3ncn4cccc4c3=O)CC2)c(OC)c1OC	0	-3	-11	-4	-0.1	-0.4	1	1.6	-1.2
CCCCN1Cc2c(nc3cc(-c4ccco4)[nH]n3c2=O)C1=O	-2	-2	-4	x	x	-0.5	4	-2.6	-0.2
CC1CCC(NS(=O)(=O)c2ccc(N3CCCC3=O)cc2)CC1 (stereo not given)	-1	12	0	x	x	-2.6	-19	-0.9	0.2
COc1ccc(-c2csc(C(O)c3ccc(OC)cc3)n2)cc1 (stereo not given)	x	2	-1	1	-0.3	i	x	1.1	x
Cc1ccc(CCNS(=O)(=O)c2ccc3c(c2)NC(=O)C(C)C(=O)N3)cc1 (stereo not given)	0	-1	6	-7	0.1	-0.1	3	4.6	0.2
CCOc1ccccc1NC(=O)CSc1nnc2ccc(-c3ccccn3)nn12	x	8	-2	-1	7.1	i	-5	0.9	-2.4
O=[N+]([O-])c1ccc(NCCCN2CCOCC2)c([N+](=O)[O-])c1	4	-44	2	-2	0.5	-0.4	-6	-0.6	-0.2
O=C(COc1ccccc1Cl)N1CCN(C(=O)c2ccco2)CC1	3	8	5	0	2.3	-0.6	3	-1.3	-0.6
CC(C)(C)OC(=O)c1c(N)n(CCCN2CCCC2=O)c2nc3ccccc3nc12	1	-8	6	2	0.3	0.0	-15	x	1.6
Cc1cc(=O)[nH]c(SCC(=O)Nc2ccccc2C)n1	1	2	0	-8	-0.4	-1.0	-8	1.7	0.6
CC(=O)c1c(C)[nH]c(C(=O)OCC(=O)N2CCN(S(=O)(=O)c3ccc(C)cc3)CC2)c1C	x	1	20	-5	-0.1	i	-5	0.7	2.0
COc1cccc(-n2c(CNc3ccc(F)cc3)nnc2SCC(N)=O)c1	0	-3	4	-2	1.0	i	10	x	0.3
Cc1cccn2c(=O)c(C(=O)NC3CCCCC3C)c(O)nc12 (stereo not given)	x	15	-10	-2	3.0	i	-6	2.0	-1.3
Cc1ccccc1NC(=O)NCc1cccnc1	x	-4	3	x	x	-0.4	-7	1.5	-0.5

Five compounds from above with just 3CLpro inhibitor, TcdB GH inh and PrPC surface inh:
molecule	3CLpro inhibitor	TcdB GH inh	PrPC surface inh
CCOc1ccccc1NC(=O)CN1C(=O)NC(Cc2c[nH]c3ccccc23)C1=O (stereo not given)	x	0.2	5
O=C(COc1ccccc1Cl)N1CCN(C(=O)c2ccco2)CC1	3	-1.3	8
CCCCN1Cc2c(nc3cc(-c4ccco4)[nH]n3c2=O)C1=O	-2	-2.6	-2
COc1cccc(-n2c(CNc3ccc(F)cc3)nnc2SCC(N)=O)c1	0	x	-3
COc1ccc(CN2CCN(C(=O)Cn3ncn4cccc4c3=O)CC2)c(OC)c1OC	0	1.6	-3

(listing goes on)
SMILES	3CLpro inhibitor	PrPC surface inh	Y pestis TopoI	Anthrax LF prot	BoNT A protease	BH1578 lux ind	SSB-PriA inh	TcdB GH inh	PfHsp40 yeast
O=C(Cc1ccc(Cl)cc1)Nc1ccc(Br)cc1	8	4	0	-2	-0.5	-0.2	-11	-0.1	1.7
O=C1OCCN1C(=O)[C@H]1[C@H](c2ccc([N+](=O)[O-])cc2)C(c2ccc(F)cc2)=NN1c1ccc(Br)cc1	x	-2	-7	7	2.6	-3.1	22	-0.6	-0.4
COc1ccccc1N1CCN(C(=O)COc2ccc(Cl)cc2)CC1	-3	-2	12	-3	-0.5	-0.5	9	x	1.6
O=C(CCSCCc1ccncc1)NCCCN1CCOCC1	3	-5	5	3	0.1	i	7	x	0.9
Cc1nn(-c2ccccc2)c2c1C(c1ccc(Br)s1)C(C#N)=C(N)O2 (stereo not given)	-3	x	-2	-3	-1.3	-1.7	8	x	-0.5
Cc1ccc(Nc2nc(-c3ccncc3)cs2)cc1	0	-7	4	-1	-1.9	i	-9	-0.2	-0.6
CCOC(=O)C1(CCOc2ccccc2)CCN(Cc2cc(OC)cc(OC)c2)CC1	3	-6	21	-14	-1.0	21*	-10	2.3	1.0
CC(C)c1csc(CN2CCC(CO)(Cc3cccc(F)c3)CC2)n1	1	0	25	1	0.1	i	7	-0.2	-0.7
COc1ccc(NC(=O)C(=O)Nc2cccc3ccccc23)c(OC)c1	-5	5	-1	11	-2.4	i	-11	1.0	0.6
O=C(Nc1ccncc1)c1sc2ccccc2c1Cl	1	-5	-8	0	0.7	i	3	-1.0	7.2
Cc1cc(C)nc(NS(=O)(=O)c2ccc(N3Cc4ccccc4C3=O)cc2)n1	4	-1	0	1	0.0	-0.3	-8	0.7	-1.1
Cc1cccc(N2C(=O)C(Cl)=C(Nc3c(C)n(C)n(-c4ccccc4)c3=O)C2=O)c1C	8	-5	6	-4	-0.9	-0.5	6	-3.1	-0.9
CCN1CCN(C(=O)Cn2ncc3c([nH]c4ccccc43)c2=O)CC1	-1	-1	9	-5	1.6	i	-7	0.9	-1.7
Cc1ccc(C)c(N2CCN(CCN3CCCCC3)CC2)c1	-5	-4	7	-6	-0.9	1.6	-10	0.8	0.1
O=[N+]([O-])c1ccc2c(c1)CCN2	x	-7	-6	-6	0.2	i	3	0.9	-0.1
CCCCOC(=O)C(C#N)c1nc2ccccc2nc1N1CCOCC1 (stereo not given)	3	-6	0	2	3.1	-0.5	-6	x	1.7
Cc1ccc2[nH]c(=O)c(CN(Cc3cccnc3)C(=S)NCCCN(C)C)cc2c1	3	4	-9	-1	0.5	-0.1	2	0.4	0.0
Cc1cc(C(=O)NCCC2=CCCCC2)ccc1[N+](=O)[O-]	3	-8	-2	-12	0.7	-0.1	-14	0.9	3.8
CCc1ccc(OCCCC(=O)Nc2nnc(C3CCCO3)s2)cc1 (stereo not given)	2	-3	-6	-4	0.6	-0.3	10	1.4	-0.9
CC1=N/C(=C\c2ccc([N+](=O)[O-])cc2)C(=O)N1c1ccc(F)cc1F	1	-40	-3	5	6.5	1.1	6	2.6	2.6
Cc1ccc(N2C(N)=C(C#N)C(c3ccsc3)C3=C2CC(C)(C)CC3=O)cc1 (stereo not given)	1	-4	14	0	0.2	-4.2	-11	x	0.3
O=C(N/N=C/c1ccncc1)C1CC1(c1ccccc1)c1ccccc1 (stereo not given)	-1	13	9	1	0.1	-0.4	i	0.8	-0.5
Nc1nc2c(ncn2[C@@H]2O[C@H](CNS(=O)(=O)c3cccnc3)[C@@H](O)[C@H]2O)c(=O)[nH]1	x	-4	x	1	0.0	x	x	0.3	x
CN=c1scc(-c2cccs2)n1/N=C/c1ccccc1O	2	-3	10	1	0.2	-0.3	x	1.2	-1.7
CC(C)c1[nH]c(=O)c(C#N)c2c1COC(C)(C)C2	-5	-4	6	-1	-3.6	1.0	-17	x	2.5
CC(C)(C)c1csc(NNC(=O)c2ccc(Br)cc2)n1	0	2	18	2	1.0	i	3	0.6	5.1
COc1ccc(S(=O)(=O)Nc2nc3c(s2)C(=O)CC(C)(C)C3)cc1	-2	0	-4	0	-5.2	-0.3	-1	0.2	-0.5
O=C(NCc1ccc2c(c1)OCO2)C1CCN(S(=O)(=O)c2ccc(F)cc2)CC1	0	-1	-4	0	0.2	0.9	-17	2.1	0.6
O=C(Nc1sc2c(c1CN1CCOCC1)CCC2)c1ccc(F)cc1	4	-3	13	5	2.9	-0.6	-4&7&-8	8.7	0.3
Cc1ccc(C2CC(c3cccc(NS(C)(=O)=O)c3)=NN2S(C)(=O)=O)cc1 (stereo not given)	-2	-1	-2	2	-1.1	i	6	0.6	0.4
CCn1cc(C(=O)NCC2CCCO2)c(=O)c2cc(S(=O)(=O)N(C)C3CCCCC3)ccc21 (stereo not given)	-1	-7	4	3	0.8	-0.4	-2	0.1	-0.9
Cc1ccc(-c2cn3cccnc3n2)cc1NC(=O)c1c(-c2ccccc2Cl)noc1C	0	-1	25	-4	0.0	-2.9	2	x	0.0
O=C(Nc1cccc(S(=O)(=O)N2CCCC2)c1)c1ccc(Cl)nc1	x	11	0	2	0.4	-1.0	4	1.0	5.3
Cc1ccc(/C=C2\CCOC2=O)cc1	3	-4	1	13	4.0	-0.6	2	-0.7	-0.3
Cc1ccc(S(=O)(=O)N2CCN(c3ncnc4sccc34)CC2)cc1	1	17	11	4	-0.3	1.7	-13	0.7	0.1
CC1CCN(C(=O)COC(=O)c2cc(Cl)c3c(c2)OCO3)CC1	x	3	0	13	0.5	i	1	1.6	-0.9
Cc1ccc(NC(=O)c2cc(S(=O)(=O)NCC3CCCO3)ccc2F)cc1 (stereo not given)	x	5	1	3	-0.6	i	x	-0.2	x
CCOC(=O)C1=C(c2ccccc2)NC(=S)NC1c1ccc(C)c([N+](=O)[O-])c1 (stereo not given)	-1	-2	-1	0	-0.2	i	15	x	4.1
Cn1c(=O)n(C)c2cc(S(=O)(=O)Nc3ccccc3)ccc21	-3	9	6	-2	-0.7	-0.2	2	-0.6	-0.4
CCCOc1ccc(C2C(C(=O)c3ccc(C)o3)=C(O)C(=O)N2CCCn2ccnc2)cc1 (stereo not given)	-1	39*	-2	0	0.2	i	1	-0.1	0.4
CCC(=O)N1CCCc2cc(S(=O)(=O)CCC(=O)Nc3ccccc3C)ccc21	-1	-2	1	0	1.3	i	1	-0.5	-0.6
C=CCn1c(O)c(N=NC(=O)c2ccc3c(c2)OCO3)c2ccccc21	-4	-2	0	4	-0.2	-0.6	-17	x	-0.2
CN(C)C(=O)N1CCC(C(=O)NCc2ccc(F)cc2)CC1	2	6	2	-4	0.1	-0.3	3	1.0	1.5
NC(=O)c1ccsc1NC(=O)CS(=O)(=O)c1ccc(Cl)cc1	-1	-4	-3	0	2.9	3.1	-1	1.6	-0.1
COc1cc2c3c(c1OC)C(=O)CC3CCCC2 (stereo not given)	x	9	x	6	0.7	x	x	-1.8	x
N/C(=N\OC(=O)Cc1ccc(-c2ccccc2)cc1)c1cccnc1	2	-3	17	-2	2.2	-0.4	x	x	-1.6
COc1cccc(CNC(=O)C2CCCN(c3nc4ccccc4o3)C2)c1 (stereo not given)	-4	-4	-1	-3	-0.1	0.2	4	3.3	0.6
Cc1ccc(C(=O)NCC(=O)NC2CC2)cc1	x	5	2	-2	2.8	-5.7	-6	-0.8	0.0
COc1cc(NS(=O)(=O)c2ccc3c(c2)C(C)(C)C(=O)N3C)cc(OC)c1	6	7	-3	-2	-0.8	-0.2	-10	2.5	0.3
CC(CC(=O)NCc1ccc(Cl)cc1)c1ccccc1 (stereo not given)	-3	8	10	13	1.3	-0.1	-19	0.8	3.8
O=C(Nc1ccccc1)c1ccc2nsnc2c1	4	-42	-3	-2	-0.2	i	-8	x	-1.3
CSC1=NNC(c2ccc(C(C)(C)C)cc2)=NN1	-3	7	4	4	0.3	1.6	9	0.1	4.3
